Assay outcomes deposited in PubChem by several laboratories.
CF NFkB inh: inhibitors of PAF-induced NF-kB signaling, primary screen, cell-based, GFP fluorescence, uHTS | inhibition, % at 5 µM | KKLEB NF-kB-GFP reporter, GFP fluorescence overnight | AID 588850, 2011 | 360,000 tested, 0.86% active;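 active = at least 50% inhibition at 5 µM, scaled per plate between neutral and stimulator controls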;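 note: PAF is a Pseudomonas aeruginosa culture filtrate used as stimulus; plate controls were PAF-stimulated DMSO wells for no effect and unstimulated DMSO wells for full effect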
TRAIL sens C8: viability loss with TRAIL in NB7+C8 cells, primary screen, TRAIL sensitizer project, cell-based, ATPlite luminescence | inhibition (viability loss, TRAIL sensitization), % at 10 µM | 360,000 tested, 1% active;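 active = compounds causing at least 50% loss of cell viability in the single-dose screen, relative to plate controls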
COUP-TFII inh: NR2F2 transcriptional activity inhibitors, primary screen, cell-based, luciferase reporter, HEK293T, luminescence. COUP transcription factor 2 (Homo sapiens), P24468. HEK293T NGFI-A luciferase reporter. inhibition, % at 8.6 µM. 370,000 tested, 0.7% active;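 active = inhibition above a per-plate cutoff, mean inhibition of test wells between control levels plus 3 SD, cut at about 38% in these data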;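 note: cells cotransfected with COUP-TFII expression vector driving the NGFI-A reporter; 0% = median of COUP-TF2 test wells and 100% = reporter-only cells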
NR5A2 inv ag: LRH-1 (NR5A2) inverse agonists, primary screen, cell-based, luminescence, HEK293T, StAR-luciferase reporter. Nuclear receptor subfamily 5 group A member 2 (Homo sapiens), O00482. LRH-1 transfected, 24 h. inhibition, % at 3.6 µM. 360,000 tested, 0.13% active. AID 602396, 2012;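 active = inhibition above the mean inhibition of all tested compounds plus 3 SD, cut at about 73% in these data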;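 note: 0% = DMSO wells and 100% = reporter-only cells lacking LRH-1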
NCOA1 inh: SRC1 coactivator transcriptional activity inhibitors, primary screen, cell-based, luminescence | Nuclear receptor coactivator 1 (Homo sapiens), Q15788 | HEK293 GAL4-SRC1 luciferase reporter | inhibition, % at 3.6 µM | 360,000 tested, 0.12% active;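 active = inhibition above the campaign mean plus 3 SD, with each screening campaign given its own cutoff, cut at about 60% in these data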;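 note: 0% = DMSO treated cells and 100% = gossypol at 36 µM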
TWEAK Fn14 block: inhibitors of TWEAK-Fn14 signaling, primary screen, luciferase reporter cells, uHTS; TWEAK-stimulated Fn14 reporter cells, luciferase luminescence, 8 h; inhibition, % at 10 µM; 360,000 tested, 2% active; in the data active = inhibition above about 50%
TROY NFkB inh: inhibitors of TROY-driven NF-kB signaling, primary screen, Q293 LMP1-TROYcd cells, NF-kB luciferase, uHTS; Q293 LMP1-TROYcd NF-kB luciferase reporter, 4 h; inhibition, % at 10 µM; 360,000 tested, 0.98% active;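 active = compounds whose plate-normalised and pattern-corrected inhibition of the luciferase reporter signal at the single screening dose is 50% or more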
NCOA3 inh: SRC3 coactivator transcriptional activity inhibitors, primary screen, cell-based, luminescence | 360,000 tested, 0.17% active | Nuclear receptor coactivator 3 (Homo sapiens), Q9Y6Q9 | AID 588352, 2011 | inhibition, % at 3.6 µM | HEK293 GAL4-SRC3 luciferase reporter;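 active = inhibition above a per-campaign cutoff, the mean of all compounds plus 3 SD, cut at about 60% in these data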;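 note: 0% = DMSO-treated cells and 100% = gossypol-treated cells at 36 µM; higher means less SRC3-driven luciferase light from the GAL4 reporter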
KKLEB tox: cytotoxicity in KKLEB CF airway cells, primary screen, cytotoxicity control for CF NF-kB inhibitor project, cell-based, uHTS, fluorescence assay plates; KKLEB CF airway cells viability, ATPlite luminescence, overnight; hits give low values; cells stimulated with P. aeruginosa culture filtrate; 360,000 tested, 0.36% active; activity change (cytotoxicity), % at 5 µM;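 active = corrected activity change at or below -50% at 5 µM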
SRC2 inh: inhibition of GAL4-SRC2 driven luciferase reporter, primary screen, SRC2 inhibitor project, cell-based, luminescence; Nuclear receptor coactivator 2 (Homo sapiens), Q15596; HEK293 GAL4-SRC2 luciferase reporter; inhibition, % at 9 µM; 370,000 tested, 0.17% active; AID 651957, 2012;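 active = inhibition above the mean inhibition of all tested compounds plus 3 SD, set per campaign, cut at about 52% in these data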;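 note: 0% = DMSO treated cells and 100% = cells given Gossypol at 36 µM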
LMP1 NFkB inh: EBV LMP1-driven NF-kappaB luciferase reporter inhibitors, primary screen, cell-based, luminescence, single point | LMP1-induced NF-kappaB luciferase reporter cells | inhibition, % at 12.5 µM | 350,000 tested, 0.69% active | AID 504558, 2011; in the data active = inhibition above about 41%;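 note: 0% = neutral control wells and 100% = reference inhibitor control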
An asterisk follows results filed as active; . = not tested or not shown.

SMILES	CF NFkB inh	TRAIL sens C8	COUP-TFII inh	NR5A2 inv ag	NCOA1 inh	TWEAK Fn14 block	TROY NFkB inh	NCOA3 inh	KKLEB tox	SRC2 inh	LMP1 NFkB inh
COCc1nnc(NS(=O)(=O)c2ccc(Cl)cc2)s1	-7	1	-9	-4	0	-6	-1	10	10	-7	-2
CCCn1cc(CN2CCC(Cc3ccccc3)(C(=O)OCC)CC2)c(C)n1	8	8	15	0	8	7	5	10	10	5	-2
Cc1nc(N)ncc1CCC1OCCO1	-24	-10	-16	-35	0	18	-11	-20	17	-11	6
CCOC(=O)C1CCN(S(=O)(=O)c2ccc(CN3C(=O)c4cccnc4C3=O)cc2)CC1	-16	1	7	-1	13	4	2	-2	16	-8	-2
CSc1ccc(NC(=O)N2CC(C)OC(C)C2)cc1 (configuration not stated)	-4	-5	-8	-2	2	29	-20	11	-3	0	-9
CCC(=O)c1cn(CC(=O)NCC2CCCO2)c2ccccc12 (configuration not stated)	-2	-1	0	-6	-12	-9	2	13	3	-13	-9
Cc1ccc(-n2ncc3c2CCCC3NC(=O)CCc2c(C)noc2C)cc1C (configuration not stated)	6	3	14	10	-5	-4	16	6	-2	14	9
Cc1cccc(-n2c(CCCN3C(=O)c4ccccc4C3=O)nc3ccccc3c2=O)n1	15	-23	1	-4	-3	-2	2	3	-3	-16	1
O=C(NNC(=O)c1ccccc1O)c1ccc(S(=O)(=O)Nc2ccccc2F)cc1	-30	15	-4	2	2	24	13	-2	-5	-9	13
CC(NC(=O)CCC(=O)N1CCN(S(=O)(=O)c2ccc(Cl)cc2)CC1)c1ccccc1 (configuration not stated)	5	-16	-15	22	-16	5	13	12	6	18	-2
CC(C)(C)Sc1ccc2nc3c(n2c1)CCCC3	26	-9	2	-10	3	10	-18	-10	-4	-7	-5
CCc1nc2c(OCc3cc(Cl)cc(Cl)c3)cccn2c1N(C)C(=O)Nc1ccccc1OC	12	-4	23	1	0	-8	2	-11	-6	-2	.
Cc1cc(NC(=O)COC(=O)c2ccc(Cl)cc2)no1	-7	-4	-3	-7	-44	-15	-24	15	-9	-8	-4
Cc1cccc(NC(=O)NNS(=O)(=O)c2ccc(F)cc2)c1	-9	-1	-8	-5	5	37	-6	14	3	-15	-6
CCCc1nc(C)c2c(=O)[nH]c(-c3cc(S(=O)(=O)N4CCN(CC)CC4)ccc3OCC)nn12	-6	-16	14	3	-21	17	7	-4	-2	-11	-4
Cc1ccc(NC(=O)CN2C(=O)NC(C)(c3ccc(Cl)cc3)C2=O)cc1S(=O)(=O)N1CCOCC1 (configuration not stated)	13	-5	8	17	-8	8	22	9	-2	-5	7
Cc1cc(C)nc(SCCn2c(N3CCCCC3)nc3c2c(=O)n(C)c(=O)n3C)n1	10	-3	13	0	-6	-4	-7	14	-3	-4	-7
Cc1ccc(Sc2ccc(N)cc2C#N)cc1	4	-17	-4	-14	2	-7	16	0	3	-8	-32
Cc1ccc(CCNc2ncnc(Cl)c2N)cc1	8	21	64*	-20	-27	10	-12	-23	8	-9	-8
Clc1cncc(Cl)c1N/N=C/c1ccccc1	18	1	6	-17	-23	1	-24	6	2	-1	-5
Cc1cc(C)c(NC(=O)NC(=O)C(Cl)(Cl)Cl)c(C)c1	-18	-5	8	3	-2	42	-4	-5	-2	5	-7
CC(=O)c1sc2nc(C)c3c(c2c1N)CCCC3	44	14	16	-11	32	15	-13	28	-15	9	.
COCC(=O)Nc1cc(C(=O)Nc2cccc(C)c2C)ccc1Cl	-2	-9	2	-6	-13	-6	-38	-4	1	-29	5
COCCCn1c(=O)c2ccccc2n(Cc2cccc(C)c2)c1=O	17	2	16	1	-13	4	1	1	-11	-18	-9
O=C(NCc1ccco1)C1CC(=O)N(c2ccc(O)cc2)C1 (configuration not stated)	-4	2	-5	-1	4	2	-6	13	2	-2	-8
COc1ccc(NC(=O)COC(=O)CCc2ccccc2)c(OC)c1	-23	-9	-18	25	-4	5	13	11	-4	-20	-26
O=S(=O)(c1ccc(Cl)s1)N1CCNCC1	-13	5	-4	2	5	-1	-13	7	10	17	-6
COc1cc(CC(=O)Nc2cccc(S(=O)(=O)N(C)c3ccccc3)c2)cc(OC)c1OC	-3	34	39*	20	-1	25	31	28	-16	8	21
COc1ccc(/C=C2/C(=O)N(CC3CCCO3)C(=S)N2C)c(OC)c1 (configuration not stated)	-25	5	11	7	-5	2	-11	-14	10	4	6
CCc1ccccc1NC(=O)CSc1n[nH]c(C)c1[N+](=O)[O-]	-14	7	-5	18	11	9	10	19	5	3	-2
C[C@@H]1O[C@@H](O[C@@H]2C(=O)c3c(O)cc(O)cc3O[C@H]2c2ccc(O)c(O)c2)[C@H](O)[C@H](O)[C@H]1O	11	-4	-8	-7	1	-8	0	-32	8	-16	-3
CC(=O)Nc1c(C(=O)N2CCOCC2)sc2nc3c(cc12)COC(C)(C)C3	-2	-5	3	-1	9	-1	11	9	2	-11	-13
O=C(NCc1ccco1)c1ccc(-c2ccc3nccn3c2)cc1	28	10	-24	-15	-18	2	-11	4	-12	-17	.
COc1ccc(-c2csc3ncnc(N4CCN(S(=O)(=O)c5cccc(F)c5)CC4)c23)cc1	25	13	-8	2	-1	-1	1	4	-2	24	-6
C=CCC[C@@H](Cc1ccc(F)cc1)C(=O)OCCNC(=O)[C@@H](CC=C)CC(=O)N[C@H](CO)Cc1ccccc1	-15	2	0	7	0	21	24	7	4	5	7
CC(C)C[C@H]1CNC(=O)C(=O)N1C[C@@H]1CCCN1C[C@H](CC(C)C)N1C[C@H](Cc2ccc(O)cc2)N(CCc2ccccc2)C(=O)C1=O	.	-2	5	11	.	14	16	.	.	4	.
CCCCC(=O)Nc1nn(CC)c2nc3c(C)cccc3cc12	18	-13	6	-11	5	8	14	-6	-7	-20	-4
C/C(=N\NC(=O)c1nn(C)c(C)c1Br)c1ccc(NC(=O)c2ccccc2F)cc1	-5	12	-58	-142	-99	-4	-41	-78	19	-14	-29
COC(=O)CSc1nc2nc(-c3cccs3)cc(C(F)(F)F)c2c(=O)[nH]1	6	-26	17	-8	15	-3	35	-1	-8	-21	9
CCOc1cc(C2CC(=O)NC3=C2C(=O)C(C(=O)OC)C(C)C3)cc(Cl)c1O (configuration not stated)	3	-3	10	8	-39	0	12	15	3	-23	9
COCCn1c(SCC(=O)N2CCOCC2)nc2ccccc2c1=O	-19	-9	11	-19	13	24	11	13	6	7	-4
Cc1c2c(nc3ccccc13)CCC(C)C2 (configuration not stated)	12	5	2	-6	-3	-11	-18	-5	1	2	4
CCCS(=O)(=O)NC(=O)C1(C)CCN(C(=O)c2cncc(Br)c2)C1 (configuration not stated)	3	-10	-1	14	-3	2	-6	-6	-18	10	.
COc1cccc(OC)c1C(=O)N1CCN(Cc2ccncc2)CC1	1	-6	-4	-15	1	-4	1	-82	1	-14	4
O=C(Cn1cc([N+](=O)[O-])cn1)Nc1ccc(Cn2cc(Br)cn2)cc1	3	-6	-3	-5	-2	-21	4	15	-4	10	0
Cc1ccccc1C1CC(c2cccs2)Nc2nnnn21 (configuration not stated)	-2	5	-4	14	-10	-1	13	15	0	3	-6
O=C1NNC(=O)C2C3C=CC(C4CC34)C12 (configuration not stated)	14	-3	0	-9	3	8	-7	-10	1	-5	-13
CCn1cc(C(=O)NCC(OC)OC)c(=O)c2cc(S(=O)(=O)N3CCC(C)CC3)ccc21	10	65*	11	6	22	5	19	6	-2	20	8
COc1cccc(CNc2ccc3[nH]c(=O)[nH]c3c2)c1OCc1ccccc1	-18	3	.	-10	-24	0	-16	-5	-6	.	11
O=C(NCc1cccs1)C1CCCN(c2ncccn2)C1 (configuration not stated)	-2	16	-27	-10	-25	-12	5	-3	1	-19	-2
COCCN(C(=O)COC(=O)CCC(=O)c1cccs1)c1c(N)n(Cc2ccccc2)c(=O)[nH]c1=O	-24	-14	1	-12	-5	15	9	9	3	-2	-2
CN1CCN(S(=O)(=O)c2cccc3nsnc23)CC1	1	-3	20	-7	12	8	5	4	3	15	3
O=C(Cc1ccc(Cl)cc1)Nc1ncccn1	-6	-5	-16	-9	-1	12	-34	14	19	6	1
COc1ccc(NS(=O)(=O)c2ccc3oc(SCc4ccc(F)cc4)nc3c2)cc1	2	27	37	22	18	48	51*	12	-19	27	7
Cc1cc(CNC(=O)COc2ccc(F)cc2)c2ccccc2n1	-2	1	9	6	14	-3	5	13	-3	9	1
Cc1nc(SCC(O)CO)c([N+](=O)[O-])[nH]1 (configuration not stated)	-8	10	-2	11	3	12	2	-2	-10	-9	-16
O=S(=O)(c1ccc2c(c1)OCCO2)N1CCN(Cc2ccc3c(c2)OCO3)CC1	3	-10	-5	14	-4	-18	-12	16	1	-13	-1
O=C(N/N=C/c1cc(Cl)c(O)c(Cl)c1)c1cc2c(ccc3ccccc32)o1	-39	-17	-21	13	2	-7	20	5	-9	-25	-10
O=C(c1ccc(F)cc1)N1CCN(C2CC3CCC2C3)CC1 (configuration not stated)	6	-25	3	-14	-25	-13	-34	12	10	-6	4
COc1ccccc1NC(=O)c1cc(Cl)nnc1Cl	1	-4	2	16	4	14	-15	20	0	11	-4

Quoted at random: two records from the list
SMILES	CF NFkB inh	TRAIL sens C8	COUP-TFII inh	NR5A2 inv ag	NCOA1 inh	TWEAK Fn14 block	TROY NFkB inh	NCOA3 inh	KKLEB tox	SRC2 inh	LMP1 NFkB inh
Cc1nc(SCC(O)CO)c([N+](=O)[O-])[nH]1 (configuration not stated)	-8	10	-2	11	3	12	2	-2	-10	-9	-16
O=C(c1ccc(F)cc1)N1CCN(C2CC3CCC2C3)CC1 (configuration not stated)	6	-25	3	-14	-25	-13	-34	12	10	-6	4

New compounds follow:
SMILES	CF NFkB inh	TRAIL sens C8	COUP-TFII inh	NR5A2 inv ag	NCOA1 inh	TWEAK Fn14 block	TROY NFkB inh	NCOA3 inh	KKLEB tox	SRC2 inh	LMP1 NFkB inh
CC(C)/C=C/CN1CCCC(N2CCN(c3cccc(Cl)c3)CC2)C1 (configuration not stated)	16	8	35	1	-2	-10	8	7	-14	4	0
O=C(CSc1ccc(F)cc1)Nc1cccc(S(=O)(=O)N2CCOCC2)c1	-6	5	19	16	-4	7	-2	8	7	-21	0
CC1CCN(C(=O)Cn2nnc(-c3ccccc3)n2)CC1	-5	-1	-23	-52	-57	-21	-11	-53	1	-29	-7
Cc1ccc(S(=O)(=O)N2CCN(Cc3ccccc3)CC2)c(C)c1N(C)S(=O)(=O)c1ccccc1	-5	9	8	16	-7	33	11	12	9	27	14
